# Source: PubChem (Vanderbilt High Throughput Screening Facility)
# Cav3 T inh – blocks human Cav3.2 T-type calcium channel | Cav3.2-expressing cells, Fluo-4 calcium fluorescence FDSS; active compounds read low | B-score at 10 µM | AID 449739 | 4% of 100,000 active;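 active = single-dose well whose peak fluorescence ratio is a statistical outlier from its plate by either plate-standardised score or position-corrected B-score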
# Target sequence (O95180 whole entry, looked up): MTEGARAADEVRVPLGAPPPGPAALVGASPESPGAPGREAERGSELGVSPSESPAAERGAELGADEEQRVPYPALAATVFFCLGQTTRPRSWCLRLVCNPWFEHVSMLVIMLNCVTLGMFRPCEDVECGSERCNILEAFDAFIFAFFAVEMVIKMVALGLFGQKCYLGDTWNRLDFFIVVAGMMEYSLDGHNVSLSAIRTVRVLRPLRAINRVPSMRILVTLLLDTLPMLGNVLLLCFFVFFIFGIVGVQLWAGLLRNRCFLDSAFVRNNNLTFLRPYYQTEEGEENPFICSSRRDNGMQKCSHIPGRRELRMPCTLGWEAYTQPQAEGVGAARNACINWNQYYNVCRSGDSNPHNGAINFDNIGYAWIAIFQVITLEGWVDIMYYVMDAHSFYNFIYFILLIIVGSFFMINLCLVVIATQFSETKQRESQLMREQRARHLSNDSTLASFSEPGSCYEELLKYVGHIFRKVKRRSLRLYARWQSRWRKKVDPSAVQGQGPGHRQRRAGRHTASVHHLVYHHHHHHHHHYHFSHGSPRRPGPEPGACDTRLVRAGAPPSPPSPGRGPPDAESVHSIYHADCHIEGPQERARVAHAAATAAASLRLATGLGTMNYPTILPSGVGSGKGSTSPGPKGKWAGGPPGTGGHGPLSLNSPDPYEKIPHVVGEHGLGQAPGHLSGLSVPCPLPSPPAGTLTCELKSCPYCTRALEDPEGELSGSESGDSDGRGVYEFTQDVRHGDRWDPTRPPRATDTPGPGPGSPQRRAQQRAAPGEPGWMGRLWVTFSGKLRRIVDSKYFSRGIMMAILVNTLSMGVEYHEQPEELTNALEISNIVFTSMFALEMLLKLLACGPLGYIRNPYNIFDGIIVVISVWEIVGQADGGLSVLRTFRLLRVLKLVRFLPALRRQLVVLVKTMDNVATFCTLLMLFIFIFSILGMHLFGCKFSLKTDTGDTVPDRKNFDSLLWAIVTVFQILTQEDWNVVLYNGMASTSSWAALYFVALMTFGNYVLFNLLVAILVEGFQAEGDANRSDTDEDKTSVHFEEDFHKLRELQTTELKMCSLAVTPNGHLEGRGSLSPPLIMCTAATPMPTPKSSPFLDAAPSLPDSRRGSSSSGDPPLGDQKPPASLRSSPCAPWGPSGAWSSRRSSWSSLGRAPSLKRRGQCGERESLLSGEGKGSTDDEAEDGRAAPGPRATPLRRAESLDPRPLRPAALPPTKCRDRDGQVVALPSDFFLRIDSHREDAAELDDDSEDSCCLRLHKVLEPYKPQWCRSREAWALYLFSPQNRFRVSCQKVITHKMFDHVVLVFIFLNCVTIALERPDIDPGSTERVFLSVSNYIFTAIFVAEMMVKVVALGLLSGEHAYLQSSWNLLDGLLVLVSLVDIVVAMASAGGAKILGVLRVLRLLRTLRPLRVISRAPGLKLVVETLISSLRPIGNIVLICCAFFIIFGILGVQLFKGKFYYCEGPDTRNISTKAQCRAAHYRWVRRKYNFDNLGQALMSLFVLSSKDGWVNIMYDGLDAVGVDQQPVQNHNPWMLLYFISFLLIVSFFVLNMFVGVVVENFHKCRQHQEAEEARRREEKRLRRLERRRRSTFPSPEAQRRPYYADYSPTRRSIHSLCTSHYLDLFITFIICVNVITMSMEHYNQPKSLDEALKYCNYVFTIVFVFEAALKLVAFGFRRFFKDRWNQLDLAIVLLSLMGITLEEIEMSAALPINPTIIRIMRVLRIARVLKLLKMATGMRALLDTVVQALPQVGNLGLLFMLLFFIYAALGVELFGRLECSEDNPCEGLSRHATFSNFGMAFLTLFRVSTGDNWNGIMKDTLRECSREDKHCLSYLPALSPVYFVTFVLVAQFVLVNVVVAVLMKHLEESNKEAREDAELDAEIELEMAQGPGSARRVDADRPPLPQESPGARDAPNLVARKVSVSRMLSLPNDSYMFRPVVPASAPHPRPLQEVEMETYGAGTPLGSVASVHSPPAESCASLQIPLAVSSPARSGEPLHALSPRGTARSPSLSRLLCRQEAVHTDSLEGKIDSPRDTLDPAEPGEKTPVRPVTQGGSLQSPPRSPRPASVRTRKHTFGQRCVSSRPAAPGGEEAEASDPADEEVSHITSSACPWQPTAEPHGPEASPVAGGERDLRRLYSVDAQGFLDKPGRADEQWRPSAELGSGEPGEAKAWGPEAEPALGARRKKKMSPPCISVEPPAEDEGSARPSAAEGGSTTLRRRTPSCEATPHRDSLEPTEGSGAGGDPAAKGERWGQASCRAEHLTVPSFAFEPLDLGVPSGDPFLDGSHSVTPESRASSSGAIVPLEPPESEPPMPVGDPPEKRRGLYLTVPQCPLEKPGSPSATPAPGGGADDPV
# The depositor's hits bear a star.
SMILES,Cav3 T inh
Cn1c(=O)c2c(nc(OCc3cccnc3)n2Cc2c(F)cccc2Cl)n(C)c1=O,2.77
COc1ccc2[nH]c(=O)c(CN(CC3CCCO3)C(=O)Nc3ccccc3)cc2c1 (stereo unspecified),0.944
O=C(CSc1nc2ccccc2c(=O)n1Cc1ccco1)NCc1ccco1,-0.39
O=C(Nc1ccccc1Cl)c1cccc(NS(=O)(=O)c2ccccc2)c1,-1.73
COc1cccc(C(c2sc3ncnn3c2O)N2CC(C)OC(C)C2)c1 (stereo unspecified),0.462
CCn1c(=O)c2c3c(sc2n(C)c1=O)CCC3,1.29
CC(C)(C)C(=O)/C=C(\N)c1ccccn1,0.0218
Cc1cnc(C)c(N2CCC(C(=O)NCc3cccs3)CC2)n1,-0.12
CCC(C)(C)NC(=O)C(c1ccc(C)cc1)N(Cc1ccco1)C(=O)CCC(=O)Nc1nccs1 (stereo unspecified),-4.84*
CC(C)(C)c1nc2sc3c(c2c(=O)o1)CCCC3,-0.519
COc1ccccc1Cn1c(-c2ccccc2OC)nc2ccccc21,-6.42*
Cc1nn(C)c(Oc2ccccc2)c1CCNS(=O)(=O)c1ccccc1,-0.838
CCOc1ccc(/C(O)=C2/C(=O)C(=O)N(CCOCCO)C2c2ccccc2)cc1 (stereo unspecified),0.763
CCOC(=O)N1CCN(CC(=O)Nc2c(C(=O)OC)[nH]c3ccccc23)CC1,0.404
COCCn1c(C)cc(C(=O)CSc2ccc(NC(C)=O)cc2)c1C,0.0869
Cc1nc2ncnn2c(N2CCN(C(=O)Cc3cccs3)CC2)c1C,1.56
O=[N+]([O-])c1ccc(N(c2ccccc2)c2ccccc2)cc1,-4
Cc1cc(C)cc(OCC(=O)Nc2ccc(N3CCN(C(=O)c4ccco4)CC3)cc2)c1,-1.37
CCOC(Cn1c(-c2ccc(OC)cc2)nc2ccccc21)OCC,-0.237
CCOc1ccccc1NC(=O)C1CCN(S(=O)(=O)c2c(C)noc2C)CC1,1.36

# Printed as active in Cav3 T inh, among the entries above:
SMILES,Cav3 T inh
CCC(C)(C)NC(=O)C(c1ccc(C)cc1)N(Cc1ccco1)C(=O)CCC(=O)Nc1nccs1 (stereo unspecified),-4.84*
COc1ccccc1Cn1c(-c2ccccc2OC)nc2ccccc21,-6.42*

# More records
SMILES,Cav3 T inh
CC1CN(Cc2nc3c(c(=O)n(C)c(=O)n3C)n2CCCc2ccccc2)CC(C)O1 (stereo unspecified),2.3
O=C(COc1ccccc1)NCCc1nc2ccccc2[nH]1,0.299
CCC(=O)Nc1nc2ccc(NC(C)=O)cc2s1,0.327
COC(=O)c1ccccc1NC(=O)CN1CCC(NC(=O)c2ccccc2C)CC1,1.73
N#Cc1ccc(COC(=O)c2ccc3c(=O)[nH]c(CN4CCOCC4)nc3c2)cc1,-0.149
CC(=O)NCC(=O)OCC(=O)c1ccc2ccccc2c1,1.08
Cc1c(O)c(CN2CCCCC2)cc2c1oc(=O)c1ccccc12,-0.431
CCOC(=O)N1CCN(C(=O)C2CCN(c3ncnc4c3sc3cccc(F)c34)CC2)CC1,0.00251
S=C(Nc1ccc(Cl)cc1Cl)NC1CCCCC1,-2.93
O=C1c2ccccc2C(=O)C12OC(c1ccccc1)C1(C(=O)c3ccccc3C1=O)C2c1ccc([N+](=O)[O-])cc1 (stereo unspecified),-2.3
CN(C)/C=C(\C#N)C(=O)c1cccnc1Oc1cccc(F)c1,-0.122
Cc1oc2cc(OC(C)C(=O)O)ccc2c(=O)c1Oc1ccccc1 (stereo unspecified),-0.2
O=C(COC(=O)c1ccncc1)Nc1cc(Cl)ccc1Cl,0.0459
CCSc1nnc(NC(=O)CSc2c(Cl)cccc2Cl)s1,-0.229
COc1ccc(-n2c(Cc3cccn3C)nnc2SCC(=O)Nc2ccc(F)cc2)cc1,-8.58*
COc1ccc(-c2nc(CS(=O)CC(=O)NCc3ccc4c(c3)OCO4)c(C)o2)cc1 (stereo unspecified),-1.27
COc1ccc(NC(=O)c2ccc(COc3ccccc3Br)o2)cc1OC,-1.59
Cc1ccc(S(=O)(=O)CC(=O)Nc2nc(-c3ccccc3)cs2)cc1,-7.22*
O=C(CNC(=O)c1ccccc1)NCC1COc2ccccc2O1 (stereo unspecified),0.933
CC(=O)Nc1ccc(S(=O)(=O)Nc2ccc(S(=O)(=O)N3CCCCCC3)cc2)cc1,-1.66

# In a second layout: 2 of the compounds above.
O=C(COC(=O)c1ccncc1)Nc1cc(Cl)ccc1Cl
  Cav3 T inh = 0.0459

CCSc1nnc(NC(=O)CSc2c(Cl)cccc2Cl)s1
  Cav3 T inh = -0.229

# Next section
SMILES,Cav3 T inh
CCCn1c(O)c(/C=C2\C=NN=C2c2ccccc2)sc1=S,-0.518
COc1ccccc1-c1c(C)nn2c(N3CCCCCC3)cc(C)nc12,-1.49
Cc1cccc(CN2[C@@H](CC(C)C)COCCS2(=O)=O)c1,-0.0531
Cc1onc(-c2c(F)cccc2Cl)c1C(=O)N1CCc2ccccc21,-0.99
O=c1oc(-c2ccccc2F)nc2c1cnn2-c1ccccc1,0.758
NC(=O)c1ccc2c(=O)n3c(-c4cc(Cl)c(N)c(Cl)c4)csc3nc2c1,0.743
COc1cc(/C=C2/S/C(=N/S(=O)(=O)c3ccccc3)NC2=O)c([N+](=O)[O-])cc1OC,-2.98
Cc1ccc(OCCNC(=O)c2cc(-n3cnnc3)ccc2Cl)cc1C,0.469
CCc1ccc(NC(=O)Cn2c(=O)oc3cc(S(=O)(=O)N4CCOCC4)ccc32)cc1,0.367
CCc1nc2ccccc2n(CC)c1=O,1.65
N#CC1=C(N)c2ccccc2CC12CCCCC2,-2.16
CCOc1cc(NC(=S)Nc2ccccc2)c(OCC)cc1NC(=O)c1ccc(OC)cc1,-1.22
CCOC(=O)C(C)Oc1ccsc1C(=O)OC (stereo unspecified),2.29
O=C(CNS(=O)(=O)c1ccc(C(=O)N2CCCCC2)cc1)N1CCCCC1,0.854
Cn1nc(C(F)(F)F)c2cc(NC(=O)OCc3ccc(C(C)(C)C)cc3)sc21,-2.45
CCN(CC)S(=O)(=O)c1ccc2nnn(OCC(=O)Nc3cccc(C#N)c3)c2c1,-1.62
CCOC(=O)CSc1nnc(CNC(=O)c2ccc(OC)cc2)n1-c1ccc(OC)cc1,0.699
CCCCCN1C2=NCCN2c2ccccc21,0.694
C=CCn1c(-c2ccc(OC)cc2)nc2nc3ccccc3nc21,0.366
CCOC(=O)CN(C(=O)CSc1nnc(COc2ccc(OC)cc2)n1C)c1ccccc1,0.583
CC1CN=C(c2cccn2Cc2ccc(F)cc2Cl)O1 (stereo unspecified),-0.0982
CCN1CCCC1Cn1cnc2c([nH]c3cc(OC)ccc32)c1=O (stereo unspecified),1.14
Cc1cccnc1NC(=O)c1ccc2nc(N)sc2c1,-0.565
Cc1nc2c(C(=O)N3CCOCC3)cnn2c(C)c1Cc1ccc(Cl)cc1,-0.168
Cc1csc2nc(=O)c3ccccc3n12,-0.485
O=C(C1CCN(S(=O)(=O)c2ccc(-n3cnnn3)cc2)CC1)N1CCN(c2ccccc2)CC1,1.5
C=CCn1c(N2CCCC2)nc2c1c(=O)[nH]c(=O)n2C,-0.923
Cc1ccccc1Cn1c(C(=O)OC(C)C)cc2c1ccn2C,-0.838
O=C(O)CCn1c(C(=O)O)cc2sccc21,0.482
Cc1ccc(NC(=O)C2C3CC4OC(=O)C2C4C3)cc1Cl (stereo unspecified),-0.595
COc1cccc(/C=N/n2cnc3ccccc32)c1OC,-2.02
CCn1c(-c2ccccc2)c[nH]c1=S,1.26
Cc1ccc(Cn2nnc3c(=O)[nH]c(C4CCN(S(=O)(=O)c5ccccc5)CC4)nc32)cc1,0.564
O=C1C2C3C=CC(C3)C2C(=O)N1CNc1ccccn1 (stereo unspecified),0.347
O=C(Nc1ccc(F)cc1)c1cc(S(=O)(=O)Nc2ccc(F)cc2)cs1,-5.76*
CC(CCc1ccccc1)NC(=O)c1ccc(Cl)nc1 (stereo unspecified),-0.0725
CCCc1nnc(SCC(=O)N2C(C)CCCC2C)n1CC1CCCO1 (stereo unspecified),0.0687
O=C(CN(C(=O)CNS(=O)(=O)c1ccccc1)c1ccc2c(c1)OCCO2)NC1CCCCC1,-1.85
CCOC(=O)Cn1c(=NC(=O)CSC(C)=O)sc2ccccc21,-9.42*
Nc1ccc(C(=O)OCc2nc3c(ccc4ccccc43)[nH]2)cc1,-0.565

# Shown with tabs: 5 of the compounds above.
SMILES	Cav3 T inh
Cc1ccc(NC(=O)C2C3CC4OC(=O)C2C4C3)cc1Cl (stereo unspecified)	-0.595
Cc1cccnc1NC(=O)c1ccc2nc(N)sc2c1	-0.565
Cc1csc2nc(=O)c3ccccc3n12	-0.485
Cc1nc2c(C(=O)N3CCOCC3)cnn2c(C)c1Cc1ccc(Cl)cc1	-0.168
CCn1c(-c2ccccc2)c[nH]c1=S	1.26

# Next section.
SMILES,Cav3 T inh
CCC(C)NC(=O)CSc1ccc(Cl)cc1 (stereo unspecified),1.05
CC(C)(CN1CCCCC1)NS(=O)(=O)c1ccc(Cl)cc1,0.349
Cc1ccc(NC(=O)OCC(F)(F)C(F)F)cc1NC(=O)OCC(F)(F)C(F)F,-4.03
O=C(O)c1cc(-c2ccccc2)n(-c2ccccc2)n1,0.631
O=S(=O)(c1ccccc1)c1cnn2c(C(F)(F)F)cc(-c3ccccc3)nc12,-0.0151
Cc1c(C#N)c2ccccc2n1CC(=O)N1CCc2ccccc2C1,0.082
CCCCn1c(SCC(=O)N2CCOCC2)nnc1-c1cccs1,1.27
Cc1ccc2cc(C#N)c(NCCNC(=O)C3CCC3)nc2c1C,-0.484
Cn1c(NC(=O)Cc2ccc(F)cc2)cc(=O)n(C)c1=O,-0.628
COCCn1c(SCC(=O)N2CCCc3ccccc32)nnc1-c1ccco1,0.499
CO[C@H]1C=CO[C@@]2(C)Oc3c(C)c(O)c4c(O)c(c5c(c4c3C2=O)NC2(CCN(CC(C)C)CC2)N=5)=NC(=O)C(C)=CC=C[C@H](C)[C@H](O)[C@@H](C)[C@@H](O)[C@@H](C)[C@H](OC(C)=O)[C@@H]1C,-0.0406
CCCc1cc(=O)[nH]c(SCc2ccc(C#N)cc2)n1,0.344
CCc1c(C)nc(SC)n(CC#N)c1=O,-0.0467
O=C(Cc1coc2cc3c(cc12)CCC3)OCc1cc(=O)n2c(n1)sc1ccccc12,-0.0293
COc1ccc(-c2cc(-n3c(C(F)(F)F)nc4ccccc43)n(CCC#N)n2)cc1,-3.08
O=C(CCn1c(=O)sc2ccccc21)NCc1cccs1,-1.59
O=C(Nc1ccc2c(c1)OCO2)c1ccc[n+]([O-])c1,0.422
CC(C)=C1SC(N2CCOCC2)=NC1=O,1.18
CCOC(=O)C1CCN(CCC(=O)Nc2ccc(Cl)cc2)CC1,0.975
COCCN1C(=O)N(c2cccc(C)c2)C(=O)C1CC(=O)Nc1ccc(F)cc1 (stereo unspecified),-0.0201

# Fetched by structure from above, 2 records:
SMILES,Cav3 T inh
COc1ccc(-c2cc(-n3c(C(F)(F)F)nc4ccccc43)n(CCC#N)n2)cc1,-3.08
CCOC(=O)C1CCN(CCC(=O)Nc2ccc(Cl)cc2)CC1,0.975

# Other records:
SMILES,Cav3 T inh
Nc1c(C(=O)NCc2ccco2)sc2nc3c(cc12)C(=O)CCC3,0.654
CCOC(=O)c1c(NC(=O)Nc2cccc(Cl)c2)sc(C)c1C,-0.364
CCCCn1c(CN2CCN(c3ccccc3)CC2)nc2c1c(=O)n(C)c(=O)n2C,-0.366
Cc1ccc(N(C(=O)C2CCCO2)C2C=CS(=O)(=O)C2)cc1Cl (stereo unspecified),1.32
CCCN1CC23C=CC(O2)C(C(=O)O)C3C1=O (stereo unspecified),-0.872
O=C(Nc1cc(C(F)(F)F)ccc1N1CCOCC1)c1ccc2ccccc2n1,-1.54
Cc1ccc(N(C(=O)Cn2nnc(-c3cccs3)n2)C(C(=O)NC2CCCC2)c2ccncc2)cc1 (stereo unspecified),-0.255
CCn1c(SCC(=O)c2ccc(Cl)cc2)nnc1C(C)C,0.435
COc1cccc(C(=O)c2sc(NC(C)C)nc2N)c1,1.47
CCn1c(=O)c2c(n3cnnc13)-c1ccccc1CC21CCCCC1,0.288
O=C(NCCCN1CCOCC1)c1cc2c(s1)CCC2,0.565
O=C(CSCc1ccc(Br)cc1)Nc1ccc(S(=O)(=O)N2CCOCC2)cc1,-2.89
Cc1ccc(/C=C/C(=O)Nc2ccc([N+](=O)[O-])cc2)o1,-0.682
Cc1cc(C)cc(-n2c(C)cc(/C=N/NC(=O)c3cccc([N+](=O)[O-])c3C)c2C)c1,-2.51
CCOCCCNCC(=O)NC1(C)C2CCC(C2)C1(C)C (stereo unspecified),0.746
O=C(CCc1ccccc1)c1ccc2c(c1)OCCCO2,-0.893
CC1CCN(S(=O)(=O)c2ccc(S(=O)(=O)NCc3ccccc3)cc2)CC1,0.396
CCCCc1cc(=O)oc2cc(OCC(=O)N(CC)CC)c(Cl)cc12,-3.06*
CCOc1ccc(OCC)c(NC(=O)CNS(=O)(=O)c2cccs2)c1,-0.843
O=C1C2C3C=CC(C3)C2C(=O)N1c1cccnc1 (stereo unspecified),0.615
COc1cnc(SCC(=O)O)[nH]c1=O,0.539
CCCCCCCOC(=O)c1ccc(OC(=O)c2cccnc2)cc1,0.36
O=C(NCCO)c1ccc2[nH]c3ccccc3c2c1,-0.241
Cc1ccc(C(C)C)cc1OCCOCCN1CCCC1,-0.0177
Cc1cc(=O)n2nc(-c3ccccc3)sc2n1,-0.237
CC(C)[C@H]1COCCS(=O)(=O)N1Cc1ccccc1,0.974
COC(=O)[C@@]1(Cc2ccc(F)cc2)[C@H]2c3cc(C(=O)N(C)C)n(Cc4c(CO)[nH]cc(C)c4=O)c3C[C@H]2CN1C(=O)c1ccccc1,-0.148
Cc1ccc(S(=O)(=O)Nc2cccc(-c3cn4ccsc4n3)c2)cc1,-1.55
CCc1ccc(N2CC(C(=O)Nc3ccc(C)c(S(=O)(=O)N4CCOCC4)c3)CC2=O)cc1 (stereo unspecified),-3.65
CCOC(=O)C1CCN(C(=O)CSCCSCC(=O)N2CCC(C(=O)OCC)CC2)CC1,0.0644
Nc1nonc1C(=O)NCCNS(=O)(=O)c1ccc(Br)cc1,0.609
Cc1c2c(nc3c(C(=O)NC4CC4)cnn13)CCCC2,0.985
Cc1ccccc1NC(=O)Cn1c(=O)n(C)c2ccccc21,-0.123

# This is a subset. The share of hits here may be higher or lower than overall.
